3T3 cytotox: kills NIH 3T3 cells. NIH 3T3 viability, CellTiter-Glo ATP luminescence, 48-72 h. Potency, µM (series often up to 96.7 µM), for the others: at the highest dose activity change, negative = cytotoxicity, actives largely listed as inhibitors. hit rate 4.3% among 94,000. AID 1345082; further: potency means the concentration at half of the fitted maximal effect; nearly all actives have a fitted effect of over 55% in size
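Cytotoxicity is measured as loss of cellular ATP: NIH 3T3 cells (400/well) are exposed to compound for 48 or 72 hr at 37 °C, then CellTiter-Glo luminescence is imaged after 10 min at room temperature.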
GPT2 inhibitor: blocks human glutamate pyruvate transaminase 2 | AID 1671188 | hit rate 0.25% among 100,000 | Potency, µM (doses to about 57.7 µM), for inactives: at the top dose activity change, negative = inhibition, most hits filed as inhibitors | Recombinant GPT2, coupled pyruvate oxidase/HRP Amplex Red fluorescence | Q8TD30; further: potency means the concentration at half of the fitted maximal effect; nearly all actives have a fitted effect of over 60% in size; many of its hits are not listed in these tables
Target sequence (Q8TD30 whole entry, looked up): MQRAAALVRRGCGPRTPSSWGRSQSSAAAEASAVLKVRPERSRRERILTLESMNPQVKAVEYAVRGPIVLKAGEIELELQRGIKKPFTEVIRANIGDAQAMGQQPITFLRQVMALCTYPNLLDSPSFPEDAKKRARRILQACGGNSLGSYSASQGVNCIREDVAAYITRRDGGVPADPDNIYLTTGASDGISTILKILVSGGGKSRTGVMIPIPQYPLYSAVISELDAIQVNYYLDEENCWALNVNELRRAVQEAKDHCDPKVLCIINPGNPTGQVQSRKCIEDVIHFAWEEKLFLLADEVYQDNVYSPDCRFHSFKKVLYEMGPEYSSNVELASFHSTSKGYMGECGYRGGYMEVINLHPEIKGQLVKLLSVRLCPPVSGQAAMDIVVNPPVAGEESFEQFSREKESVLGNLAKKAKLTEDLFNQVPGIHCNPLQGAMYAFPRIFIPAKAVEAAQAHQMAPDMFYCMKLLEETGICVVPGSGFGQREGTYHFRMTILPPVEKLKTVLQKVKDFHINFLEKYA
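Fluorescence of coupled pyruvate oxidase/HRP/Amplex Red system (50uM Amplex, 30 min, dark) reports pyruvate formed by GPT2. Enzyme reaction: 10ng/uL GPT2, 2mM L-alanine, 250uM a-KG, 30 min room temperature, pH 7.5; 50uM AOA control.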
Luciferase inh: Photinus pyralis luciferase inhibition; P08659; purified P. pyralis luciferase, luminescence, biochemical; Potency, µM (titrated, usually from 115 µM), without a hit: at the top dose activity change, negative = inhibition, hits mostly inhibitors; hit rate 2.5% among 76,000; further: potency means the concentration at half of the fitted maximal effect; nearly all actives have a fitted effect of over 65% in size
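Biochemical qHTS: compound (6-point titration) added to 10uM D-luciferin plus 10uM ATP in Tris acetate pH 7.5 buffer with Mg, Tween-20 and BSA, then purified enzyme at 10nM; light output imaged.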
HEK cytotox: kills HEK 293 cells; hit rate 6.6% among 94,000; Potency, µM (series often up to 115 µM), for the others: top-dose activity change, negative = cytotoxicity, hits mostly inhibitors; HEK 293 viability, ATP luminescence (CellTiter-Glo), 48-72 h; AID 1345083; further: potency means the concentration at half of the fitted maximal effect; nearly all actives have a fitted effect of over 60% in size
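Pintool-delivered compounds were incubated with HEK 293 cells (250 cells/well) at 37 degree Celsius for 48 or 72 hr. ATP-dependent luminescence (CellTiter-Glo) then reported remaining viable cells.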
IP6K1 inhibitor: inhibitors of human IP6K1 | AID 1645851 | activity change, % (series mostly up to about 58 µM) | IP6K1 kinase, ADP-Glo luminescence, 2 h; active compounds read low | hit rate 0.81% among 140,000 | Q92551; in the data active means activity change below about -25%
Target sequence (Q92551 whole entry, looked up): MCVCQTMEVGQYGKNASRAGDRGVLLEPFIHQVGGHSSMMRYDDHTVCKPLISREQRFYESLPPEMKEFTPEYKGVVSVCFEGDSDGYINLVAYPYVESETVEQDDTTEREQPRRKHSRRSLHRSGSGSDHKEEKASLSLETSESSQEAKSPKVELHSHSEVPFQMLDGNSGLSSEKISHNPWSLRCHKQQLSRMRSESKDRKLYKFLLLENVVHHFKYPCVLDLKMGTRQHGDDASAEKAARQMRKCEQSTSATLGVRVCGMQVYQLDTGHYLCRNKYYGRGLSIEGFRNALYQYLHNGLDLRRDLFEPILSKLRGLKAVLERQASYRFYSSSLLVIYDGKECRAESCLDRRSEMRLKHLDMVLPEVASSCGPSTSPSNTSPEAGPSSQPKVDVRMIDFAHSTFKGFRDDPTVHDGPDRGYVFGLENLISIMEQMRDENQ
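ADP-Glo luminescence measures ADP made by human IP6K1 during a 2 h RT reaction with ATP/IP6 (mix at 1.3 mM/130 uM); top library doses 57.5 and 19.1 uM final.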
SNCA expr inh: SNCA gene expression inhibition | HEK-293 SNCA-luciferase knock-in, luminescence, 24 h | Potency, µM (top dose mostly 57.2 µM), for the others: top-dose activity change, negative = inhibition, usual class: inhibitors | hit rate 0.17% among 140,000;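 further: potency means the concentration at half of the fitted maximal effect; plate controls were DMSO cells for no effect and cell-free wells for full effect; nearly all actives have a fitted effect of over 45% in size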
SNCA viab count: reduces viability of HEK-293 SNCA reporter cells; Potency, µM (top dose mostly 57.1 µM), for inactives: at the highest dose activity change, negative = cytotoxicity, hits mostly cytotoxic; HEK-293-SNCA-luc viability, GF-AFC fluorescence, 24 h; hit rate 0.12% among 150,000;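 further: potency means the concentration at half of the fitted maximal effect; 0% = DMSO-treated cells and -100% = medium-only wells without cells; nearly all actives have a fitted effect of over 30% in size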
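Cytotoxicity counterscreen: after 24 h compound treatment of genome-edited SNCA-luciferase HEK-293 cells, live-cell protease substrate GF-AFC read by fluorescence after 30 min; activity scaled between DMSO (0%) and medium-only (-100%), curves Hill-fitted.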
Active calls of the source: *; i = inactive; ? = inconclusive; . = no result given; & = joins results of further samples; ! = not confirmed by another sample; [ ] = dose if it differs, or a comment. Unless noted, the call rests on the fitted dose curve; in most records, active means well fitted curve in the direction sought with a large enough effect; inconclusive means small, poorly fitted or top-dose-only effect, or another doubt; inactive means no such curve, though single readings can be large; an effect the other way counts as inactive or inconclusive. Unless noted, on the % scale 0 is the no-effect control and ±100 the full control effect.

SMILES	3T3 cytotox	GPT2 inhibitor	Luciferase inh	HEK cytotox	IP6K1 inhibitor	SNCA expr inh	SNCA viab count
O=C1NCCOCCN(C(=O)c2cccs2)[C@@H]2CCCC[C@H]12	-5%	i	-10%	-12%	1	16%	1%
COc1ccc(N2Cc3c(ncnc3N3CCC(Cc4ccccc4)CC3)N(C)CC2=O)cc1	?	?	-2%	?	0	-29%	?
CCCc1noc(-c2nnn3c2COC(c2ccc(OC)cc2)C3)n1 (configuration not stated)	-15%	i	9%	-9%	2	0%	6%
CCOC(=O)c1sc(N2C(=O)c3oc4ccc(C)cc4c(=O)c3C2c2ccccc2F)nc1C (configuration not stated)	.	.	.	.	-3	15%	6%
CCOc1cc(N)c(Cl)cc1C(=O)NCC1CN(Cc2ccc(F)cc2)CCO1 (configuration not stated)	.	-9%	.	.	-14	-5%	-7%
Cn1c(N2CCN(C(=O)CC[C@H]3NC(=O)c4ccccc4NC3=O)CC2)nc2ccccc21	0%	i	-4%	-2%	13	-16%	10%
CC(C)n1c(CNC(=O)C2CC(=O)N(C3CCCC3)C2)nc2ccccc21 (configuration not stated)	?	3%[11.5 µM]	5%	?	13	-13%	11%
Cc1cccc(C)c1Oc1ncccc1CNC(=O)c1[nH]ncc1Cl	?	2%	7%	?	7	-25%	-3%
COc1cccc(NS(=O)(=O)c2cc3c4c(c2)C(C)C(=O)N4CCC3)c1 (configuration not stated)	.	.	.	.	9	-15%	-9%
N#Cc1ccc(CN2CC[C@@H]3OCC(=O)N(CCc4cccnc4)[C@H]3CC2)cc1	-26%[138 µM]	-5%[88.5 µM]	4%[172 µM]	?	-9	?	-19%[87.6 µM]
O=C(NC1CC1)c1nc(-c2ccc(F)cc2)c2ccccn12	?	-2%[88.5 µM]	-4%[172 µM]	89µM*!	4&-18	3%[87.6 µM]	7%[87.6 µM]
CNC(=O)COc1ccc(NC(=O)CCn2nc(-c3ccc(C)cc3)c3ccccc3c2=O)cc1	.	.	.	.	-10	-2%	2%
COc1cc(NC(=O)CCCSc2nc(-c3ccco3)cc(C(F)(F)F)n2)cc(OC)c1OC	.	.	.	.	-13	-4%	-3%
CCCCN(CC)CCNC(=O)c1cc2c(=O)[nH]c3ccccc3c2n1C	.	.	.	.	2	-7%	-14%
CN1C[C@@H](NC(=O)c2ccc(-c3ccccc3)cc2)C[C@H]1c1nc(-c2ccc(Cl)cc2)no1	?	i	-13%	?	0	3%	4%
O=C(NC1CCN(c2cc(-c3cccs3)[nH]n2)C1)c1ccccc1 (configuration not stated)	-26%	?	1%	?	-2	-17%	-4%
O=C(c1ccncc1F)N1C[C@@H](COCC2CC2)[C@H](c2ccncc2)C1	?	i	-2%	-17%	6	?	-22%
Cc1ncnc(N2CCN(C(=O)C3CCN(C(=O)C4CC4)CC3)CC2)c1C	-4%	-10%[11.5 µM]	7%	5%	18	9%	1%
Cc1cc(C(=O)N2C[C@H]3CN(C4CCOCC4)C[C@@]3(C(=O)O)C2)n[nH]1	-1%	?	10%	-17%	11	-21%	-8%
NC(=O)[C@@H]1C[C@H](Oc2cccnc2)CN1C(=O)c1ccc2ccccc2n1	-9%	i	-18%	i	0	31%[activator]	-30%
Cc1ncsc1CN(C)C1CCc2nn(C)c(=O)n2CC1 (configuration not stated)	i	-14%	-1%	0%	-5	-16%	17%
COc1cccc(NC(=O)CNC(=O)Cn2c(C)cc3ccccc3c2=O)c1	.	.	.	.	36	5%	14%
Cc1cccc(CNC(=O)CCn2ccc3cc(S(=O)(=O)N4CCCC4)ccc32)c1	.	.	.	.	29	-5%	3%
CN(C)c1ccc(-c2nc(-c3nnn4c3COC(c3ccccc3Cl)C4)no2)cc1 (configuration not stated)	-29%	2%	-12%	-13%	27	9%	7%
CCCNC1(Cc2cc(COc3ccccc3)on2)COC1	-1%[138 µM]	i	0%[172 µM]	-3%[172 µM]	-3	-9%[87.6 µM]	2%[87.6 µM]
COc1cccc(NC(=O)c2c(C)nn(-c3cccc(C)c3)c2-n2cccc2)c1	.	.	.	.	21	-15%	7%
CCc1nnc(NS(=O)(=O)c2ccc(NC(=S)NC(=O)/C=C/c3ccc(F)cc3)cc2)s1	.	i	.	.	-29*	.	-6%
COc1ccc(N2C(=O)CSC23CCN(C(=O)C2CCCC2)CC3)cc1	?	i	3%	?	11	-8%	?
O=C(Nc1ccc2nc(SCC(=O)N3CCOCC3)sc2c1)c1ccc(Br)cc1	.	.	.	.	38	61%[activator]	8%
O=C1NCCCCCCN(Cc2ccncc2)[C@@H]2CN(C3CCOCC3)CC[C@@H]12	-15%	i	6%	-5%	4	21%	6%

Reformatted: entries from further up
Screens in order – 3T3 cytotox, GPT2 inhibitor, Luciferase inh, HEK cytotox, IP6K1 inhibitor, SNCA expr inh, SNCA viab count
- CN(C)c1ccc(-c2nc(-c3nnn4c3COC(c3ccccc3Cl)C4)no2)cc1 (configuration not stated)
  -29%, 2%, -12%, -13%, 27, 9%, 7%
- CCCNC1(Cc2cc(COc3ccccc3)on2)COC1
  -1%[138 µM], i, 0%[172 µM], -3%[172 µM], -3, -9%[87.6 µM], 2%[87.6 µM]

New compounds follow
SMILES	3T3 cytotox	GPT2 inhibitor	Luciferase inh	HEK cytotox	IP6K1 inhibitor	SNCA expr inh	SNCA viab count
CCOc1ccc(CCNC(=O)CN2C(=O)c3cccnc3Oc3ccc(C)cc32)cc1OCC	.	.	.	.	-4	-13%	-11%
O=C(C1CCCC1)N1CC2(CCN(CC3CCCCC3)C2)Cc2ccccc21 (configuration not stated)	32µM*	i	.	?	-1	-13%	-16%
COc1cc(C2c3c(-c4ccccc4O)n[nH]c3C(=O)N2Cc2ccncc2)cc(OC)c1OC (configuration not stated)	.	.	.	.	-7	19%	?
c1ccc(Oc2cc3c(cn2)NCCN(CC2CCOCC2)C3)cc1	-21%[138 µM]	4%[88.5 µM]	-6%[172 µM]	?	17	-7%[87.6 µM]	3%[87.6 µM]
COc1ccc(CN2CCC(C3CCN(S(C)(=O)=O)CC3)C2)cc1C (configuration not stated)	i	1%	7%	i	-3	33%[activator]	0%[12.5 µM]
COc1ccc(Cl)cc1N(C)C(=O)c1ccc2c(=O)n3c(nc2c1)CCCCC3	.	.	.	.	0	-3%	-24%
CC(=O)Nc1ccc2c(c1)nc1n2[C@@H](CNC(=O)NC(C)C)COC1	3%[138 µM]	-9%[88.5 µM]	-3%[172 µM]	i	-8	-4%[87.6 µM]	-9%[87.6 µM]
O=C(Cn1cccc1-c1nc(-c2ccc3c(c2)OCO3)no1)NCc1ccc(F)cc1F	-3%	i	-3%	1%	3	-25%	-9%
O=C1CC2(CCN(C(=O)c3ccc4c(c3)OCO4)CC2)Oc2cc(Cl)ccc21	?	i	0%	45µM*	-3	-18%	0%
O=C(N[C@H](Cc1ccccn1)C1CC(O)C1)c1cccc2c1NCCC2 (some centres not stated)	-3%	i	9%	1%	-4	29%	7%
Cc1cn2nc(C(=O)NCC3CCCO3)cc2c(=O)[nH]1 (configuration not stated)	-3%	1%	?	1%	-1	124%[activator]	0%
COc1cccc(-c2cc(CNC(=O)C3COc4c(cccc4OC)C3)no2)c1 (configuration not stated)	?	-7%	9%	-14%	-7	1%	0%
CCn1ncc(C(=O)N2CC[C@@H]3CN(S(C)(=O)=O)[C@@H]3C2)c1C	i	-8%	8%	i	1	6%	2%[12.5 µM]
CCOC(=O)C1CCCN(C(=O)c2cc(-c3ccccc3OC)c3nncn3n2)C1 (configuration not stated)	-23%	-47%	.	-8%	-3	1%	-2%
CC(C)N1C[C@H](Oc2ccccc2)[C@@H]1C1CCN(C(=O)c2cccc(C#N)c2)CC1	-13%	4%	.	i	6	-15%	-6%
COc1ccccc1-c1cccc(CN2CCCC(C(=O)N3CCC(c4ccccc4)CC3)C2)c1 (configuration not stated)	?	-9%	.	40µM*	-7	-11%	-14%
COc1ccc(-c2cc(N3CCC(NC(=O)c4ccc(F)cc4F)CC3)n[nH]2)cc1	?	-15%	2%	?	12	2%	-7%
CCNC(=O)NC[C@H]1O[C@H](Cc2cc(CN3CCOCC3)on2)CC[C@@H]1O	0%[174 µM]	-6%[88.5 µM]	3%[172 µM]	-11%[172 µM]	1	9%[87.6 µM]	5%[87.6 µM]
COc1ccc(CC(=O)NCc2ccc3c(c2)CCN3C(=O)c2ccccc2)cc1OC	.	.	.	.	6	-29%	5%
CC(C)(C)CC(=O)NC[C@H]1OC[C@@H](NCc2ccc(C(=O)O)cc2)[C@@H]1O	i	-14%[88.5 µM]	-4%[172 µM]	-3%[172 µM]	-1	-6%[87.6 µM]	-1%[87.6 µM]

Of the compounds above, 2 contain an aryl thioether with sulfur outside any ring.
SMILES	3T3 cytotox	GPT2 inhibitor	Luciferase inh	HEK cytotox	IP6K1 inhibitor	SNCA expr inh	SNCA viab count
COc1cc(NC(=O)CCCSc2nc(-c3ccco3)cc(C(F)(F)F)n2)cc(OC)c1OC	.	.	.	.	-13	-4%	-3%
O=C(Nc1ccc2nc(SCC(=O)N3CCOCC3)sc2c1)c1ccc(Br)cc1	.	.	.	.	38	61%[activator]	8%

The list goes on:
SMILES	3T3 cytotox	GPT2 inhibitor	Luciferase inh	HEK cytotox	IP6K1 inhibitor	SNCA expr inh	SNCA viab count
Cc1cnc(C(=O)N2CCC(c3noc(-c4cnccn4)n3)C2)cn1 (configuration not stated)	1%	-4%	1%	4%	3	-5%	2%
O=C(c1ccccc1)N1CCC(c2nn(-c3ccccn3)c(=O)[nH]2)CC1	-5%	-1%	.	i	18	-11%	-1%
CC(=O)N1CCc2[nH]cnc2C12CCN(C(=O)c1ccc(=O)[nH]c1)CC2	i	3%[11.5 µM]	5%	i	28	5%	0%
COc1cccc(CCC(=O)N2CCC(Oc3ccc(-c4noc(C5CC5)n4)cc3)C2)c1 (configuration not stated)	?	i	-8%	?	0	17%	4%
O=C1Cc2c(-c3ccccc3OCc3ccccc3)n[nH]c2CN1Cc1ccccn1	?	i	5%[172 µM]	100µM*	11	?	-24%[87.6 µM]
Cn1nc2n(c1=O)CCC(NS(=O)(=O)c1cccnc1)CC2 (configuration not stated)	3%	-9%	4%	i	-11	0%	0%
COc1ccc(-c2noc([C@@H]3CCCN3C(=O)c3cc(Cl)ccc3OC)n2)cc1	?	3%	-5%	25µM*	9	-6%	?
CCOc1ccc(-c2cc(NC(=O)c3cccc(Cl)c3)c(C(=O)OC)s2)cc1	.	.	.	.	21	18%	16%
Cc1cccc2c1nc1n2[C@@H](CNC2CCN(C)CC2)COC1	5%[138 µM]	-9%[88.5 µM]	5%[172 µM]	i	-4	8%[87.6 µM]	3%[87.6 µM]
CCC1=C(C(=O)OC)C(c2cccc(OC)c2OC)N2C(CC(=O)NCC3CC3)=CSC2=N1 (configuration not stated)	-13%	i	4%	-25%	21	17%	-9%

High-throughput results: PubChem BioAssay, National Center for Advancing Translational Sciences (NCATS)
